COUP-TFII inh = NR2F2 (human) inhibition, primary screen; P24468; inhibition, % at 8.6 µM; actives 0.7% (n = 370,000); AID 686940; HEK293T NGFI-A luciferase reporter, luminescence;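 active = inhibition above a per-plate cutoff, mean inhibition of test wells between control levels plus 3 SD, cut at about 38% in these data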;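 also: cells cotransfected with COUP-TFII expression vector driving the NGFI-A reporter; 0% = median of COUP-TF2 test wells and 100% = reporter-only cells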
Target sequence (P24468 whole entry, looked up): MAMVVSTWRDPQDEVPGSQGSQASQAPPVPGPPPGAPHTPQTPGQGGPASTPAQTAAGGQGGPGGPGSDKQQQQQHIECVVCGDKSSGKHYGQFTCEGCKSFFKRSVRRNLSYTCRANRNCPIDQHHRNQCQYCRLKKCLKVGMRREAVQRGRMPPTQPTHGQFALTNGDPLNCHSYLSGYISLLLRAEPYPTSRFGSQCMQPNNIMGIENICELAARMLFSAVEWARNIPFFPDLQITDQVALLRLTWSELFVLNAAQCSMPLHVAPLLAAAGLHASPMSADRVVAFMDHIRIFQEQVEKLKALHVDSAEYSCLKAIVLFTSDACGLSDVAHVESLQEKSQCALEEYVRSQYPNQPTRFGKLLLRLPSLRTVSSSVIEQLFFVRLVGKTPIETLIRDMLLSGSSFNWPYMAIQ
TROY NFkB inh = TROY signaling inhibition | Q293 LMP1-TROYcd NF-kB luciferase reporter, 4 h | inhibition, % at 10 µM | actives 0.98% (n = 360,000) | AID 1347056;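 active = compounds whose plate-normalised and pattern-corrected inhibition of the luciferase reporter signal at the single screening dose is 50% or more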
C8 TRAIL sens = caspase-8 TRAIL sensitization; NB7+C8 cells + TRAIL, ATPlite viability luminescence; inhibition (viability loss, TRAIL sensitization), % at 10 µM; actives 1% (n = 360,000);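 active = compounds causing at least 50% loss of cell viability in the single-dose screen, relative to plate controls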
CF NFkB block = cystic fibrosis NF-kB activation inhibition | KKLEB NF-kB-GFP reporter, PAF-induced, GFP fluorescence overnight | inhibition, % at 5 µM | actives 0.86% (n = 360,000) | AID 588850;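 active = at least 50% inhibition at 5 µM, scaled per plate between neutral and stimulator controls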;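 also: PAF is a Pseudomonas aeruginosa culture filtrate used as stimulus; plate controls were PAF-stimulated DMSO wells for no effect and unstimulated DMSO wells for full effect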
LMP1 NFkB inh = Epstein-Barr LMP1 NF-kappaB reporter inhibition; LMP1-induced NF-kappaB luciferase reporter cells, luminescence; inhibition, % at 12.5 µM; actives 0.69% (n = 350,000); AID 504558; in the data active = inhibition above about 41%;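 also: 0% = neutral control wells and 100% = reference inhibitor control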
SRC2 inh = human SRC2 (NCOA2) inhibition; Q15596; HEK293 GAL4-SRC2 luciferase reporter, luminescence; inhibition, % at 9 µM; actives 0.17% (n = 370,000);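 active = inhibition above the mean inhibition of all tested compounds plus 3 SD, set per campaign, cut at about 52% in these data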;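 also: 0% = DMSO treated cells and 100% = cells given Gossypol at 36 µM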
TWEAK Fn14 block = TWEAK-Fn14 signaling inhibition | actives 2% (n = 360,000) | AID 1159606 | TWEAK-stimulated Fn14 reporter cells, luciferase luminescence, 8 h | inhibition, % at 10 µM; in the data active = inhibition above about 50%
LRH-1 inv ag = inverse agonists of human LRH-1 (NR5A2). O00482. HEK293T StAR-luciferase reporter, LRH-1 transfected, 24 h. inhibition, % at 3.6 µM. actives 0.13% (n = 360,000). AID 602396;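 active = inhibition above the mean inhibition of all tested compounds plus 3 SD, cut at about 73% in these data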;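 also: 0% = DMSO wells and 100% = reporter-only cells lacking LRH-1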
Target sequence (O00482 whole entry, looked up): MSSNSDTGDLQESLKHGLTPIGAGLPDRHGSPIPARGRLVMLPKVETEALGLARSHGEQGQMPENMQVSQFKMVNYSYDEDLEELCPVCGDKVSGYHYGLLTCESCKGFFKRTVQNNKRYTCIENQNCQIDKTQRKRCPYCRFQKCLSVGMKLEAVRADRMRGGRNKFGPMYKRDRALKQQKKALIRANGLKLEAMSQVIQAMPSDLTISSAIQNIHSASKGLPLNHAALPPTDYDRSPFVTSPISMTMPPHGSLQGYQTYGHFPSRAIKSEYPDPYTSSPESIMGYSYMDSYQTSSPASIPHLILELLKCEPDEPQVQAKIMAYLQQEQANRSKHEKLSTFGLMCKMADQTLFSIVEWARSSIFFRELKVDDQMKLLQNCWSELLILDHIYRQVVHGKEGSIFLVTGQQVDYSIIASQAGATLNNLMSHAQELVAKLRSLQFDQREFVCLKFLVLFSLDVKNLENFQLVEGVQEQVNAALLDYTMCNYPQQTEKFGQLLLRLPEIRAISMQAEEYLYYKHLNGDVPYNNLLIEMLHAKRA
KKLEB cytotox = CF airway cell cytotoxicity counter-screen; KKLEB CF airway cells viability, ATPlite luminescence, overnight; hits give low values; cells stimulated with P. aeruginosa culture filtrate; AID 602141; activity change (cytotoxicity), % at 5 µM; actives 0.36% (n = 360,000);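 active = corrected activity change at or below -50% at 5 µM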
NCOA3 inh = human NCOA3 inhibition; HEK293 GAL4-SRC3 luciferase reporter, luminescence; inhibition, % at 3.6 µM; actives 0.17% (n = 360,000);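 active = inhibition above a per-campaign cutoff, the mean of all compounds plus 3 SD, cut at about 60% in these data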;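 also: 0% = DMSO-treated cells and 100% = gossypol-treated cells at 36 µM; higher means less SRC3-driven luciferase light from the GAL4 reporter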
NCOA1 inh = inhibits human SRC1 coactivator; actives 0.12% (n = 360,000); HEK293 GAL4-SRC1 luciferase reporter, luminescence; inhibition, % at 3.6 µM;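 active = inhibition above the campaign mean plus 3 SD, with each screening campaign given its own cutoff, cut at about 60% in these data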;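 also: 0% = DMSO treated cells and 100% = gossypol at 36 µM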
* marks the source's active call; other numbers are inactive results; nt = not tested or not shown.

Start of the data: the first 3 entries, ahead of the listing:
SMILES	COUP-TFII inh	TROY NFkB inh	C8 TRAIL sens	CF NFkB block	LMP1 NFkB inh	SRC2 inh	TWEAK Fn14 block	LRH-1 inv ag	KKLEB cytotox	NCOA3 inh	NCOA1 inh
Fc1cccc(NC(=S)N2CCN(c3ccccn3)CC2)c1	-20	-14	-2	3	9	15	20	-5	-8	-5	-10
CC1CC(NS(=O)(=O)c2cc3c4c(c2)CCN4C(=O)CC3)CC(C)(C)C1 (stereo not drawn)	1	17	6	9	-6	-7	23	-6	-3	-4	-13
COC(=O)C(CO)NC(=O)C(C)NC(=O)CNC(=O)OCc1ccccc1 (stereo not drawn)	-6	-13	-4	-15	-6	8	-5	0	11	15	-2

All compounds of this part, from the first entry:
SMILES	COUP-TFII inh	TROY NFkB inh	C8 TRAIL sens	CF NFkB block	LMP1 NFkB inh	SRC2 inh	TWEAK Fn14 block	LRH-1 inv ag	KKLEB cytotox	NCOA3 inh	NCOA1 inh
Fc1cccc(NC(=S)N2CCN(c3ccccn3)CC2)c1	-20	-14	-2	3	9	15	20	-5	-8	-5	-10
CC1CC(NS(=O)(=O)c2cc3c4c(c2)CCN4C(=O)CC3)CC(C)(C)C1 (stereo not drawn)	1	17	6	9	-6	-7	23	-6	-3	-4	-13
COC(=O)C(CO)NC(=O)C(C)NC(=O)CNC(=O)OCc1ccccc1 (stereo not drawn)	-6	-13	-4	-15	-6	8	-5	0	11	15	-2
O=C(O)c1cnc2ccc(Cl)cc2n1	-3	-2	-1	17	7	-7	-8	8	-7	5	1
O=C(c1cn2ccccc2n1)N1CCCC(Nc2ccc(F)c(F)c2)C1 (stereo not drawn)	-24	-1	-8	-3	0	-15	-5	-13	6	16	-18
O=C(N/N=C1\CC2CC=CC12)c1ccccc1Cl (stereo not drawn)	-13	-16	-4	7	-3	-13	7	-3	2	10	16
Cc1ccc(Cn2nnc3c(=O)n(CC(=O)N4CCCc5ccccc54)cnc32)cc1	-11	11	-16	12	6	-15	6	-3	-10	22	-13
COc1ccccc1CCNC(=O)C1CCC(=O)N(Cc2ccccc2OC)C1 (stereo not drawn)	-1	-18	5	4	-1	-16	-1	-12	-1	-3	-13
Cc1cc2c3c(c1C)C1(C(=O)N3C(C)(C)CC2C)C(C#N)=C(N)Oc2cc(O)ccc21 (stereo not drawn)	1	33	-6	-8	-1	-3	22	19	12	-17	-7
C#CCNC(=O)C1=C[C@H](C)[C@@H](CCCO)[C@H](OCC)O1	-13	0	5	1	2	5	10	7	-2	-4	-10
COc1ccc2c(c1OC)C(=O)N(c1cccc(C(F)(F)F)c1)C2	-27	-50	41	-1	-13	-46	-44	-99	-14	-57	-80
Cc1nn(Cc2ccccc2)c(C)c1CNC(=O)c1ccc(F)c(S(=O)(=O)N2CCOCC2)c1	5	-2	2	5	7	-5	-11	10	7	-18	8
CC(=O)C1C(c2ccc(OC(F)F)cc2)NC(=O)NC1(O)C(F)(F)F (stereo not drawn)	-16	14	-8	-23	-5	1	0	-18	14	-7	12
Cc1sc2ncnc(-n3cnc4ccccc43)c2c1C	4	-21	-10	21	5	15	9	-2	-8	26	20
CC(C)=CC1C=C(C)C(C)C2C(=O)NNC(=O)C12 (stereo not drawn)	9	-1	-2	8	4	-21	-12	-12	-2	5	16
COc1ccccc1Nc1nc2c(C)cccc2cc1C#N	-8	-23	-10	14	0	-2	-15	3	-24	1	-2
Cc1noc(C)c1CC(=O)N1CCCC(C(=O)c2ccc(C(C)(C)C)cc2)C1 (stereo not drawn)	19	27	4	6	8	-25	-3	2	-2	9	4
CC(C)(C)NC(=O)C(=O)NNC(=O)c1ccccc1	-6	-13	3	-6	3	-26	-17	-11	-8	7	-11
CCCCOc1ccc(-c2nnc(-c3cc[n+](C)cc3)o2)cc1	0	6	-6	-17	2	9	3	9	8	5	-36
COc1ccc(/C(C)=N/NC(=O)OC(C)(C)C)cc1[N+](=O)[O-]	-42	-24	-5	-2	0	-16	-17	-69	4	-2	-43
C/C(=N\NC(=O)CC(C)C)c1ccc(N2CCCCC2)cc1	15	-48	2	0	-5	0	-17	-25	-4	-10	-41
O=C1NC(Cc2ccccc2)c2nc3cc(Cl)ccc3c(=O)n2-c2ncccc21 (stereo not drawn)	-1	13	5	-3	-5	-18	12	-10	-16	-7	12
Cc1ccc(Cl)cc1NC(=O)c1cc(S(=O)(=O)N2CCOCC2)cn1C	1	11	2	-17	3	-5	-8	2	9	6	13
O=C(NCCCn1ccnc1)Nc1ccc2c(c1)OCO2	-22	-16	0	0	-16	-41	-9	-21	4	-53	-38
Cc1cc(=O)[nH]c(SCc2csc(-c3ccccc3)n2)n1	-6	-32	4	-14	-1	-66	-8	-34	2	-4	-14

Remaining list, next part:
SMILES	COUP-TFII inh	TROY NFkB inh	C8 TRAIL sens	CF NFkB block	LMP1 NFkB inh	SRC2 inh	TWEAK Fn14 block	LRH-1 inv ag	KKLEB cytotox	NCOA3 inh	NCOA1 inh
CCCNC(=O)c1ccccc1NC(=O)Cc1ccc(OC)c(S(=O)(=O)N2CCOCC2)c1	5	-1	3	11	-1	16	-1	2	-1	1	-3
CN1CCN(S(=O)(=O)c2ccc(Nc3ccc(F)cc3)c([N+](=O)[O-])c2)CC1	-10	-14	15	1	-5	17	-10	-1	-2	-10	-5
CC(C)CC(COCc1ccc(C(F)(F)F)cc1)N1CCN(C(=O)c2ccc(C(F)(F)F)cc2)CCC1=O (stereo not drawn)	5	5	21	0	12	-11	6	14	-19	1	1
O=C(CC1C(=O)NCCN1Cc1cccc(Oc2ccccc2)c1)NCCc1cnccn1 (stereo not drawn)	-8	17	-11	-3	-11	-12	-2	13	4	11	-1
O=C(NC1CCSC1=O)c1cccc(Cl)c1 (stereo not drawn)	11	-10	4	-1	1	-18	-5	12	1	10	2
C/C(=N/Oc1nc(C)cc(C)n1)c1ccc(Br)cc1	-4	-1	-7	6	32	-14	-4	-33	-6	-26	-11
O=C(NNC(=O)c1cc(-c2ccncc2)nc2ccccc12)c1cccc(Cl)c1	3	-29	-8	-43	4	-11	-13	-4	4	-16	-9
O=C(Cn1nc(-c2cccc(Cl)c2)ccc1=O)NCC1COCCO1 (stereo not drawn)	5	-5	6	9	-2	4	-4	12	10	21	1
CC1CCN(S(=O)(=O)c2cn(CC(=O)Nc3ccc(OC(F)(F)F)cc3)cn2)CC1	18	9	-10	0	0	6	-6	17	0	-5	4
CCOC(=O)N1CCN(S(=O)(=O)c2ccc(F)cc2)CC1	9	13	3	-6	-2	-17	12	2	1	12	10
CCOc1cc(CNc2ccc3c(c2)OCCO3)cc(Br)c1OCC	-17	77*	-6	29	28	37	81*	40	-24	48	28
COc1ccccc1/C=C/C=C1\Oc2c(ccc(O)c2CN(C)C)C1=O	11	6	3	-1	-14	9	2	-5	11	1	-4
COC(=O)c1ccc(/C=C2/SC(=S)N(CCCC(=O)Nc3ccc(O)cc3)C2=O)cc1	19	-10	8	28	22	36	-7	-2	-8	9	-6
CCc1nc2ccc(C(=O)NCCN3CCNC3=O)cn2c1N(C)CCC(C)C	3	4	0	7	nt	5	-7	-6	-5	7	-1
COc1cc2[nH]c(=S)n(C3CC3)c(=O)c2cc1OC	-14	17	-2	-12	5	-8	10	-13	2	-13	-23
CCOc1cc(C(=O)Nc2ccc(N3CCN(S(C)(=O)=O)CC3)cc2)cc(OCC)c1OCC	2	7	-7	-3	-1	22	-16	-2	4	-18	-3
O=C(COC(=O)/C=C/c1cccc([N+](=O)[O-])c1)NCC1CCCO1 (stereo not drawn)	3	-7	-1	-22	-14	-7	1	-14	11	-13	-9
CCCCOc1ccc(-n2nc(C)cc2C)nn1	14	-45	8	4	-18	-83	-6	-7	4	-22	-99
CC(C)(CN1CCCC1)NS(=O)(=O)c1ccccc1	-13	11	-8	6	-4	-24	3	3	-3	-3	-3
COc1ccc(S(=O)(=O)Nc2ccc(N3CCOCC3)cc2)cc1Br	-2	10	19	1	0	-7	-28	8	2	-1	-6
CCN(C[C@H]1N[C@@](CC)(C(=O)OC)[C@H]2C(=O)N(Cc3ccccc3)C(=O)[C@@H]12)C(=O)Nc1ccc(C)cc1	-4	-54	-8	-20	-7	20	-6	5	7	-2	-16
Cc1ccccc1NS(=O)(=O)c1nnc(NC(=O)c2ccc(Cl)cc2)s1	6	-25	-25	1	-12	8	6	-15	-3	-29	-2
O=C(CCCCn1c(=S)[nH]c2ccsc2c1=O)NCc1ccco1	-2	8	-16	9	-1	-3	-13	8	-12	12	5
Cc1cccc(C2N(c3nccs3)C(=O)C3CCCN32)c1 (stereo not drawn)	-20	-31	23	0	-5	-27	-6	-2	-6	8	4
CCCCCC1(C)NC(=S)N(c2ccccc2)N1 (stereo not drawn)	-5	-2	-2	6	-24	14	-15	-4	1	8	5
CCOc1c(CNCCNC(=O)c2nonc2N)cccc1OC	-8	-3	1	6	-4	-8	-6	-17	6	1	14
CNC(=O)CN1C(=O)NC(Cc2c[nH]c3ccccc23)C1=O (stereo not drawn)	-8	-16	23	-20	-8	-33	23	-3	13	15	3
Nc1c(Br)cc(Br)c2c1C(=O)c1c(cccc1S(=O)(=O)O)C2=O	-2	-11	-8	-15	2	2	13	25	-11	2	-6

Another view of four compounds above.
The line under a structure holds: COUP-TFII inh	TROY NFkB inh	C8 TRAIL sens	CF NFkB block	LMP1 NFkB inh	SRC2 inh	TWEAK Fn14 block	LRH-1 inv ag	KKLEB cytotox	NCOA3 inh	NCOA1 inh
O=C(COC(=O)/C=C/c1cccc([N+](=O)[O-])c1)NCC1CCCO1 (stereo not drawn)
    3	-7	-1	-22	-14	-7	1	-14	11	-13	-9
CCCCOc1ccc(-n2nc(C)cc2C)nn1
    14	-45	8	4	-18	-83	-6	-7	4	-22	-99
CC(C)(CN1CCCC1)NS(=O)(=O)c1ccccc1
    -13	11	-8	6	-4	-24	3	3	-3	-3	-3
COc1ccc(S(=O)(=O)Nc2ccc(N3CCOCC3)cc2)cc1Br
    -2	10	19	1	0	-7	-28	8	2	-1	-6

Looked up above:
Under TROY NFkB inh, C/C(=N/Oc1nc(C)cc(C)n1)c1ccc(Br)cc1 shows -1
Under NCOA3 inh, Cc1nn(Cc2ccccc2)c(C)c1CNC(=O)c1ccc(F)c(S(=O)(=O)N2CCOCC2)c1 shows -18

Whole records as entered above. Values in the order: COUP-TFII inh | TROY NFkB inh | C8 TRAIL sens | CF NFkB block | LMP1 NFkB inh | SRC2 inh | TWEAK Fn14 block | LRH-1 inv ag | KKLEB cytotox | NCOA3 inh | NCOA1 inh
`CN1CCN(S(=O)(=O)c2ccc(Nc3ccc(F)cc3)c([N+](=O)[O-])c2)CC1` is entered as -10 | -14 | 15 | 1 | -5 | 17 | -10 | -1 | -2 | -10 | -5
`CC1CCN(S(=O)(=O)c2cn(CC(=O)Nc3ccc(OC(F)(F)F)cc3)cn2)CC1` is entered as 18 | 9 | -10 | 0 | 0 | 6 | -6 | 17 | 0 | -5 | 4
`CC(=O)C1C(c2ccc(OC(F)F)cc2)NC(=O)NC1(O)C(F)(F)F` (stereo not drawn) is entered as -16 | 14 | -8 | -23 | -5 | 1 | 0 | -18 | 14 | -7 | 12

Compound activity (PubChem)
